Screening data from PubChem.
Cneo AK release – Cryptococcus neoformans cell lysis inducers, primary screen, AK release luminescence, single concentration. lysis activity, % at 15 µM. 360,000 tested, 0.2% active. C. neoformans lysis, adenylate kinase release luminescence, 4 h; normalised: neutral wells 0, clomiphene wells 100;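 active = mean lysis activity across replicates of at least 80%, whatever share of replicates individually reach that level; inactive = mean lysis activity below 80%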
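Test system: log-phase Cryptococcus neoformans yeast cells. Input: 5 × 10^6 yeast cells/mL. Medium: fresh YPD growth medium. Doses: single dose. Incubation: static 4 h at 37 °C with compound, 1 h detection. Measured by: luminescent adenylate kinase detection reagent. Read-out: signal increase indicating cell lysis. Benchmarks: Clomiphene.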
EWS-Fli block – EWS/Fli-driven NR0B1 reporter inhibitors, primary screen, A673 cells, NR0B1 luciferase, luminescence, MLPCN library | viability-normalised | inhibition, % at 12.6 µM | 350,000 tested, 0.67% active | AID 651661, 2012;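 active = mean inhibition of at least 50% after viability correction, with every replicate also passing that limit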;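 note: firefly luciferase signal divided by Alamar Blue viability fluorescence both relative to DMSO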
CASP6 VEID inh – human caspase-6 inhibitors, primary screen, biochemical, VEID-R110 fluorescence, single point, set 2. purified caspase-6, Z-VEID-R110 cleavage fluorescence. P55212. inhibition, % at 12.5 µM. 350,000 tested, 0.53% active;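 active = mean inhibition across replicates at least about 35%, with every replicate also reaching that limit, limit read from the data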;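 note: 0% = median of neutral control wells and 100% = no fluorescence left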
Target sequence (P55212 24-179 limits assumed): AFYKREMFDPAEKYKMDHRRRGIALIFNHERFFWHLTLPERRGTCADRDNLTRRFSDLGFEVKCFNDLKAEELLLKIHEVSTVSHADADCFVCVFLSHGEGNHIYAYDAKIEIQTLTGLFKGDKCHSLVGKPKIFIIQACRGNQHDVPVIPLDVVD
Target sequence (P55212 194-293 limits assumed): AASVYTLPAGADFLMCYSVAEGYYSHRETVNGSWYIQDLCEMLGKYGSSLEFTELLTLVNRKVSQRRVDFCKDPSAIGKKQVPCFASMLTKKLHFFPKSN
PGC1a acetyl inh – inhibitors of PGC1a acetylation signal, primary screen, cell-based, U2OS, AlphaScreen, inhibitor mode; AlphaScreen anti-acetyl-lysine; with virally co-expressed GCN5 acetyltransferase; inhibition, % at 15.6 µM; 350,000 tested, 0.17% active;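 active = every replicate shows inhibition of at least 40%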;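 note: 0% = neutral control wells and 100% = positive control wells; some results beyond the cut were filed as inactive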
FN deposition inh – inhibitors of fibronectin matrix deposition, primary screen, AH1F cells, Alexa488-fibronectin fluorescence, plate reader | 350,000 tested, 0.086% active | AH1F fibroblasts, overnight | inhibition, % at 12.6 µM;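 active = mean inhibition across replicates of 30% or more, regardless of how many single replicates reach that level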;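 note: positive control wells lacked labelled fibronectin entirely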
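material = AH1F fibroblast monolayer depositing Alexa488-labelled fibronectin into matrix | amount = 10000 AH1F cells/well | buffer or medium = DMEM plus 2% serum, read in PBS | incubation = 1 h cell adhesion before compound, then overnight fibronectin incubation | detection = fluorescence at 485 nm excitation, 525 nm emission | evaluation = percent inhibition as loss of matrix-bound fibronectin fluorescence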
miR122 inh – miR-122 Renilla sensor signal increase in Huh7, primary screen, miR-122 inhibitor project, cell-based, single point, plate reader. Huh7 miR-122 Renilla luciferase sensor, 48 h; neutral wells = 0, positive control = 100. activation (reporter increase), % at 12.5 µM. 340,000 tested, 0.3% active. AID 602342, 2012;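 active = mean replicate activation score at least 90 and every replicate individually at or above 90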;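 note: higher luciferase means less miR-122 activity so hits act as miR-122 inhibitors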
LGR2 inh – inhibitors of bursicon-induced LGR2 CRE-luciferase signal, primary screen, cell-based, HEK293, CRE-luciferase reporter, bursicon stimulation | AID 720647, 2013 | inhibition, % at 9.99 µM | 380,000 tested, 0.35% active | bursicon-stimulated, 4 h;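 active = drop in luminescence signal, shown as inhibition above about 50% in the replicate tests, limit read from the data, passing the limit was not always enough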;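 note: agonist challenge used bursicon conditioned medium at about half maximal strength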
PAX8 reporter – inhibitors of PAX8-driven TPO luciferase reporter, primary screen, RMG-I cells, single concentration. SteadyGlo, 24 h. inhibition, % at 12.6 µM. 360,000 tested, 1.2% active;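 active = mean replicate inhibition at least 60% with every replicate also reaching 60%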;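 note: luciferase light reporting Pax8 driven TPO promoter activity; plate controls were median of neutral control wells for no effect and mitoxantrone controls for full effect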
* marks the source's active call; other numbers are inactive results; · = not tested or not shown; [ ] = remark or other dose. Random draw from the library. About 2.5% of those tested had a hit in this group.

The first 3 entries, ahead of the listing:
Every second line gives: Cneo AK release, EWS-Fli block, CASP6 VEID inh, PGC1a acetyl inh, FN deposition inh, miR122 inh, LGR2 inh, PAX8 reporter
1. C[C@H](CO)N1C[C@H](C)[C@H](CN(C)C(=O)NC2CCCCC2)OCCCC[C@H](C)Oc2ccc(N(C)C)cc2C1=O
    14, 34, 3, 8, -2, -9[16.7 µM], 3, 32
2. CCC(C)NC(=O)C(=O)NC1CCCC1 (configuration not stated)
    ·, 2, 2, 6, 6, ·, -10, -22
3. CN1CCN(CCOc2ccc(Cc3ccccc3)cc2)CC1
    1, 0, -2, -9, -2, 5, 5, -4

The list itself (from the top)
Every second line gives: Cneo AK release, EWS-Fli block, CASP6 VEID inh, PGC1a acetyl inh, FN deposition inh, miR122 inh, LGR2 inh, PAX8 reporter
1. C[C@H](CO)N1C[C@H](C)[C@H](CN(C)C(=O)NC2CCCCC2)OCCCC[C@H](C)Oc2ccc(N(C)C)cc2C1=O
    14, 34, 3, 8, -2, -9[16.7 µM], 3, 32
2. CCC(C)NC(=O)C(=O)NC1CCCC1 (configuration not stated)
    ·, 2, 2, 6, 6, ·, -10, -22
3. CN1CCN(CCOc2ccc(Cc3ccccc3)cc2)CC1
    1, 0, -2, -9, -2, 5, 5, -4
4. CC(=O)c1cccc(-c2csc(N3CCC(C(N)=O)CC3)n2)c1
    0, 1, 1, -5, 8, 5, -8, -27
5. N#CC1=C(N)Oc2cc(N)ccc2C1c1ccccc1Cl (configuration not stated)
    -1, 36, 1, ·, -2, 1, 16, 35
6. CC(NC(=O)c1cccc(S(=O)(=O)N2CCN(Cc3ccccc3)CC2)c1)c1ccc(Br)cc1 (configuration not stated)
    -4, 7, -3, ·, 11, ·, 13, 11
7. CCCN1[C@H](C(=O)N[C@@H](C)c2ccccc2)[C@@H](CO)[C@@H]2Cn3c(cccc3=O)[C@@H]21
    ·, -1, 2, -2, ·, ·, 11, ·
8. C[C@@H]1CN([C@@H](C)CO)C(=O)c2cccc(NC(=O)Nc3ccc(F)cc3)c2O[C@H]1CN(C)S(=O)(=O)c1ccc(F)cc1
    ·, -4, ·, 3, ·, -4[16.7 µM], 11, ·
9. CNC(=O)C(=O)Nc1ccc(C)cc1C
    ·, -9, 0, ·, -3, ·, 22, -14
10. Cn1c(=O)c2c(nc(N3CCOCC3)n2CC(=O)C23CC4CC(CC(C4)C2)C3)n(C)c1=O
    1, ·, ·, -1, ·, -5, ·, 20

Continuation.
Every second line gives: Cneo AK release, EWS-Fli block, CASP6 VEID inh, PGC1a acetyl inh, FN deposition inh, miR122 inh, LGR2 inh, PAX8 reporter
11. Cc1ccc(NC(=S)N2CCN(c3ncccn3)CC2)cc1C
    ·, 15, -1, ·, 1, ·, -13, -4
12. COc1ccc(NC(=O)CSc2nc(-c3ccco3)nc3cc(=O)[nH]n23)cc1Cl
    -1, ·, 10, -1, -2, -6, -6, -11
13. Cc1ccc(NC(=O)Cn2nc(C(=O)O)c3ccccc3c2=O)cc1S(=O)(=O)N1CCCCC1
    0, 2, 2, -2, -3, 0, -4, -4
14. Cn1c(=O)c2cc(S(=O)(=O)Nc3ccc4c(c3)OCO4)ccc2n(C)c1=O
    1, ·, ·, 20, 2, -5, ·, ·
15. CCOc1ccc2[nH]c3c(NCCO)ncnc3c2c1
    -1, -29, 6, ·, 1, ·, -9, -34
16. COc1ccc(NC(=O)c2ccc(S(=O)(=O)N3CC(C)CC(C)C3)cc2)cc1S(N)(=O)=O (configuration not stated)
    -1, -3, -4, -5, 15, -2, 13, -4
17. Cc1ccccc1Cn1c2ccccc2c2cnn(CC(=O)NCc3ccccn3)c(=O)c21
    -1, 2, -2, 7, -3, 0, -17, 0
18. Cc1ccc(-c2cc(-c3ccc(Cl)cc3)c(C#N)c(N)n2)o1
    -1, ·, ·, -3, -13, 0, 12, ·
19. CCCCN1C(=O)CN(CCc2ccccc2)C(=O)C1c1ccc(OC)cc1 (configuration not stated)
    1, ·, ·, 6, 1, -3, -1, ·
20. COc1cccc(C(O)c2nc(-c3cccc(C(C)C)c3)cs2)c1 (configuration not stated)
    0, -2, 1, -32, -4, 0, 2, -6

Additional structures
Every second line gives: Cneo AK release, EWS-Fli block, CASP6 VEID inh, PGC1a acetyl inh, FN deposition inh, miR122 inh, LGR2 inh, PAX8 reporter
21. C[C@@H]1CN([C@H](C)CO)C(=O)c2cccc(NC(=O)c3nc4ccccc4s3)c2O[C@@H]1CN(C)C(=O)Nc1ccc(C(F)(F)F)cc1
    48, 2, 2, -7, ·, -11[16.7 µM], 16, ·
22. CC1=C(C)C(=O)N(CCC(=O)O)C1=O
    0, ·, ·, -9, 0, -5, ·, 0
23. O=C(O)C1(O)C[C@H](O)C(O)[C@@H](O)C1 (some centres not stated)
    1, -4, 4, 5, ·, -4, 5, 9
24. O=C(Nc1ccccc1)Nc1ccccc1NS(=O)(=O)c1cccs1
    ·, 4, 2, 10, 5, 39, 6, -3
25. Cc1ccc(-c2cnc3c(c2)C(=O)N([C@@H](C)CO)C[C@@H](C)[C@@H](CN(C)Cc2ccccc2C(=O)O)O3)cc1
    1, -6, -1, -1, ·, 1[16.7 µM], 5, ·
26. c1ccc(Cn2nnc3c(NCC4CC4)ncnc32)cc1
    -6, -10, -2, 0, 11, 10, -39, -17
27. Cc1cc2c(cc1C)C(c1cc(Br)ccc1F)CC(=O)N2 (configuration not stated)
    ·, 19, 0, ·, -7, ·, ·, 9
28. Cc1ccc(S(=O)(=O)Nc2nc(C)c(NC(=O)Nc3ccc(Cl)cc3Cl)s2)cc1
    1, ·, ·, -3, -6, 47, ·, ·
29. Cc1cc(C)nc(SCc2cc(=O)c(OC(=O)c3cccc([N+](=O)[O-])c3)co2)n1
    -3, 4, 2, 7, -3, -2, 11, 37
30. CNC(=O)C[C@H]1CC[C@@H]2[C@@H](COc3ccc(NC(=O)c4ccc(F)c(F)c4)cc3C(=O)N2C)O1
    1, -7, 3, 1, -24, 10[16.7 µM], -22, -18

Additional entries:
Every second line gives: Cneo AK release, EWS-Fli block, CASP6 VEID inh, PGC1a acetyl inh, FN deposition inh, miR122 inh, LGR2 inh, PAX8 reporter
31. CCN(CC(=O)NC1CCS(=O)(=O)C1)S(=O)(=O)c1c(C)c(C)cc(C)c1C (configuration not stated)
    ·, 2, 1, ·, -3, ·, 8, ·
32. COc1ccc2c(Cl)c(C(=O)NN3CCN(C)CC3)sc2c1
    1, -6, 4, 15, 9, -1, -19, 3
33. CCN(CC)CCN1C(=O)c2ccccc2NC1c1ccccc1F (configuration not stated)
    0, ·, ·, 4, -11, 4, ·, ·
34. Cc1noc(C)c1S(=O)(=O)Nc1ccc2c(c1)C(=O)N([C@@H](C)CO)C[C@@H](C)[C@@H](CN(C)CC1CCCCC1)O2
    6, 1, -6, -3, ·, -3[16.7 µM], -7, ·
35. COc1cccc(N2CC(NC(=O)C(=O)c3c[nH]c4ccccc34)CC2=O)c1 (configuration not stated)
    1, 14, -2, ·, 2, -11, 6, 23
36. COCC#Cc1ccc2c(c1)O[C@H](CN(C)Cc1ccccc1F)[C@@H](C)CN([C@@H](C)CO)S2(=O)=O
    2, 17, 1, -12, ·, 11[16.7 µM], 14, ·
37. COc1cccc(C2c3[nH]c4ccccc4c3C[C@H]3C(=O)N(C)CC(=O)N23)c1 (some centres not stated)
    1, 9, 0, 6, -1, 10, 7, 9
38. COc1cc2cc(CCCOC(=O)c3ccc(Br)cc3)oc(=O)c2cc1OC
    0, 1, -3, ·, 4, -1, ·, -13
39. CCCNC(=O)Nc1ccc2c(c1)C(=O)N(C)[C@H]1CC[C@@H](CC(=O)NCCCN(C)C)O[C@@H]1CO2
    0, -3, 0, -1, 4, -12[16.7 µM], -3, -60
40. CC1C/C(=C/c2cccn2C)C(=O)/C(=C/c2cccn2C)C1 (configuration not stated)
    -1, ·, ·, 4, -105, -35, ·, 25

A stretch from further up, for reference:
Every second line gives: Cneo AK release, EWS-Fli block, CASP6 VEID inh, PGC1a acetyl inh, FN deposition inh, miR122 inh, LGR2 inh, PAX8 reporter
5. N#CC1=C(N)Oc2cc(N)ccc2C1c1ccccc1Cl (configuration not stated)
    -1, 36, 1, ·, -2, 1, 16, 35
6. CC(NC(=O)c1cccc(S(=O)(=O)N2CCN(Cc3ccccc3)CC2)c1)c1ccc(Br)cc1 (configuration not stated)
    -4, 7, -3, ·, 11, ·, 13, 11
7. CCCN1[C@H](C(=O)N[C@@H](C)c2ccccc2)[C@@H](CO)[C@@H]2Cn3c(cccc3=O)[C@@H]21
    ·, -1, 2, -2, ·, ·, 11, ·

The list goes on:
Every second line gives: Cneo AK release, EWS-Fli block, CASP6 VEID inh, PGC1a acetyl inh, FN deposition inh, miR122 inh, LGR2 inh, PAX8 reporter
41. O=C1CCC(C(=O)OCC(=O)Nc2ccc(Cl)cc2C(F)(F)F)=NN1
    -2, -1, 2, ·, -10, ·, -1, 2
42. Cc1noc(C)c1S(=O)(=O)Nc1ccc2c(c1)C(=O)N([C@H](C)CO)C[C@@H](C)[C@@H](CN(C)Cc1ccc3c(c1)OCO3)OCCCC[C@@H](C)O2
    4, -1, -2, -8, ·, -8[16.7 µM], -7, -10
43. Cc1cc(Br)cn2c(Cc3ccsc3)c(-c3ccc(F)cc3)nc12
    0, -1, 2, 7, -2, 5, 8, 13
44. CCOc1ccc(N(CC(=O)Nc2ccccc2OCC)S(=O)(=O)c2c(C)noc2C)cc1
    -2, 42, -2, -7, -17, 86, -5, 80*
45. COc1cccc(C(=O)Nc2ccc3c(c2)OC[C@@H](C)NC[C@@H](C)[C@@H](OC)CN(C)C3=O)c1
    -1, 0, 1, -3, 3, -6[16.7 µM], -3, ·
46. C[C@@H]1CN([C@H](C)CO)C(=O)Cc2cc(NS(C)(=O)=O)ccc2O[C@@H]1CN(C)Cc1ccc2c(c1)OCO2
    ·, -4, ·, 10, -3, 2[16.7 µM], -21, -7
47. O=C(NCC1CCCO1)C(c1ccc(F)cc1)N(C(=O)Cn1nnc(-c2ccc(F)cc2)n1)c1cccc(O)c1 (configuration not stated)
    ·, 1, 0, -1, -13, ·, 28, 3
48. NC(=O)[C@H]1CC2(CC(c3cccc(NC(=O)[C@H]4CCC(=O)N4)c3)=NO2)CN1C(=O)c1ccccc1C(=O)c1ccccc1 (some centres not stated)
    4, -7, ·, ·, 8, -3, -4, 10
